High-throughput results: PubChem BioAssay, several laboratories
FadD28 binding: inhibitors of FadD28 bisubstrate probe binding, primary screen, biochemical, fluorescence polarization, single point; Mycobacterium tuberculosis FadD28 fatty-acid-AMP ligase; inhibition, % at 12.5 µM; 360,000 compounds, 0.22% hits; in the data active means inhibition above about 8.5%, passing the limit was not always enough; inconclusive means no clear call, values can overlap the other calls
GDH-TPI counter: GDH-TPI coupling enzyme inhibitors, primary screen, artefact control for M. tuberculosis FBA inhibitor project, biochemical, absorbance, full deck; GDH-TPI coupled enzyme counterscreen, NADH absorbance; inhibition, % at 4.8 µM; 360,000 compounds, 1.2% hits;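 further: 0% = DMSO wells and 100% = wells lacking the enzyme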
BoNT F protease: BoNT/F light chain protease inhibitors, primary screen, biochemical, flow cytometry, MLPCN library | inhibition, % at 10 µM | Multiplex microsphere protease cleavage assay | Botulinum neurotoxin type F light chain protease (Clostridium botulinum) | 360,000 compounds, 0.22% hits; in the data active means inhibition above about 35%, passing the limit was not always enough; inconclusive means no clear call, values can overlap the other calls; further: plate controls were buffer without enzyme for full effect and enzyme alone for no effect
FBA Mtb inh: Mtb FBA enzyme inhibitors, primary screen, biochemical, fluorescence, strain H37Rv. Fructose-bisphosphate aldolase (Mycobacterium tuberculosis (strain ATCC 25618 / H37Rv)), …. purified M. tuberculosis FBA, fluorescence read-out. inhibition, % at 1 µM. 360,000 compounds, 2.3% hits; in the data active means inhibition above about 27%;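 further: 0% = vehicle and 100% = reference inhibitor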
Target sequence (P9WQA3 whole entry, looked up): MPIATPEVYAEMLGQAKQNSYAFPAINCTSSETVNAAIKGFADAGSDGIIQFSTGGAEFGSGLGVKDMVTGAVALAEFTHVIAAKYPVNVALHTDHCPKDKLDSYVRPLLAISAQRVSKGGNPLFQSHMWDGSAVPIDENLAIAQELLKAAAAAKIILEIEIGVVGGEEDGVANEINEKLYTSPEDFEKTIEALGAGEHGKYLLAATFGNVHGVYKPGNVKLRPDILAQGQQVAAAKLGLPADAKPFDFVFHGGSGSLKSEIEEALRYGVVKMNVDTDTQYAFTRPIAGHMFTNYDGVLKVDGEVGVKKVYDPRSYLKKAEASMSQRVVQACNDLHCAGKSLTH
PrPC TRFRET: inhibitors of human cell surface prion protein PrPC, primary screen, cell-based, TR-FRET. Major prion protein (Homo sapiens), P04156. TR-FRET read-out. inhibition, % at 13.8 µM. 370,000 compounds, 0.43% hits; in the data active means inhibition above about 24%; further: 0% = median of the test wells and 100% = reference compound wells
BoNT-A LC inh2: BoNT/A light chain protease inhibitors, primary screen, biochemical, flow cytometry, MLPCN library | Botulinum neurotoxin type A light chain protease (Clostridium botulinum A str. ATCC 3502) | multiplex microsphere protease substrate cleavage | inhibition, % at 10 µM | 360,000 compounds, 0.17% hits | AID 588499, 2011; in the data active means inhibition above about 30%; inconclusive means no clear call, values can overlap the other calls; further: plate controls were buffer without enzyme for full effect and enzyme alone for no effect
UGM FP inh: M. tuberculosis UGM enzyme inhibitors, primary screen, biochemical, fluorescence polarization, single point; UDP-galactopyranose mutase (Mycobacterium tuberculosis (strain ATCC 25618 / H37Rv)), …; purified UGM, fluorescence polarization probe displacement; inhibition, % at 10 µM; 320,000 compounds, 0.06% hits; in the data active means inhibition above about 10%, passing the limit was not always enough; inconclusive means no clear call, values can overlap the other calls
Target sequence (P9WIQ1 whole entry, looked up): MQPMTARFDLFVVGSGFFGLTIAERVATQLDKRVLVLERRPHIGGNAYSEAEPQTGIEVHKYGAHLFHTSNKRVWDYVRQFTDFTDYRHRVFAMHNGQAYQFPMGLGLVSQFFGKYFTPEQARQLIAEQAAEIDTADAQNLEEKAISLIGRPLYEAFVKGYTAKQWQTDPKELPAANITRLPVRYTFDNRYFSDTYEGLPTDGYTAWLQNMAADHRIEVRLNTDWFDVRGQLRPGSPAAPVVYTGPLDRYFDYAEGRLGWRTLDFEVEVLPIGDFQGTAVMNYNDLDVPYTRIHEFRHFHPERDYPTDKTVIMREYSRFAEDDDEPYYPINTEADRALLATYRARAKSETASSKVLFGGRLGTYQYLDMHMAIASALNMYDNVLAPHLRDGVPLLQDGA
Mtb BioA inh: M. tuberculosis BioA enzyme inhibitors, primary screen, biochemical, plate reader, single point, HTS | AID 602481, 2012 | 7,8-diaminopelargonic acid synthase BioA (Mycobacterium tuberculosis) | purified M. tuberculosis BioA enzyme | 360,000 compounds, 0.096% hits | inhibition, % at 9.99 µM; in the data active means inhibition above about 40%; inconclusive means no clear call, values can overlap the other calls
CCHFV vOTU inh: CCHFV vOTU protease inhibitors, primary screen, biochemical, Pep-AMC substrate, fluorescence; inhibition, % at 11.5 µM; 370,000 compounds, 0.55% hits; AID 651958, 2012; Crimean-Congo hemorrhagic fever virus L polyprotein viral ovarian tumor (vOTU) protease …; further: 0% = vehicle wells with enzyme and 100% = no enzyme wells
* = called active by the depositor; ? = inconclusive; / = no result given. Unless noted, no stated cut-off is given here; in the data, active means inhibition above about 30%; inactive means the rest. No enrichment for hits. About 4.8% of those tested had a hit in this group.

SMILES	FadD28 binding	GDH-TPI counter	BoNT F protease	FBA Mtb inh	PrPC TRFRET	BoNT-A LC inh2	UGM FP inh	Mtb BioA inh	CCHFV vOTU inh
COc1cc(-c2noc(C3CCCN(S(=O)(=O)c4cccc(Cl)c4)C3)n2)cc(OC)c1OC (stereo not drawn)	-0.6	7	-15	0	-2	-1.7	-0.3	-2.3	2
O=C(NCCOc1ccccc1)c1cc(S(=O)(=O)N2CCOCC2)ccc1F	-1.9	-3	4	7	7	0.9	2.0	0.2	7
CCN=C1S/C(=C\c2cn(CC(=O)NCc3ccco3)c3ccccc23)C(=O)N1CC	/	-1	-10	1	0	-3.1	-0.2	/	-8
Cc1ccc2c(c1)N1C(=O)c3ccccc3C1C1=C(CC(C)(C)CC1=O)N2 (stereo not drawn)	0.5	21	-5	-6	-4	-0.1	3.5	1.2	3
CCOC(=O)C1C(c2ccccc2O)NC(=O)NC1(O)C(F)(F)F (stereo not drawn)	-4.3	4	18	1	1	1.3	-0.5	-1.7	7
CSc1ccc(-c2sc(Nc3ccccc3)n[n+]2-c2ccccc2)cc1	-2.7	3	-21	-2	/	11	-0.4	-0.8	/
CCN1C(=O)[C@H]2[C@@H](c3ccc(-c4ccc(C(C)=O)cc4)cc3)N[C@@](Cc3ccccc3)(C(=O)OC)[C@H]2C1=O	1.6	9	0	4	-5	0.3	-4.1	-1.1	-3
COc1cc(F)ccc1-c1csc(C(C)(O)c2ccccc2)n1 (stereo not drawn)	-0.6	7	-6	-3	2	-0.4	/	0.3	17
O=C(CSc1ccc([N+](=O)[O-])cn1)Nc1ccc(N2CCOCC2)cc1	-2.5	0	-1	4	-7	-0.7	-0.8	/	8
O=C(c1cnn2c(C(F)(F)F)cc(-c3cccs3)nc12)N1CCOCC1	0.2	14	1	8	-8	0.3	0.8	-0.1	-33
CC(=O)Nc1ccc(NC(=O)CSCCc2ccccn2)cc1	-2.5	0	3	0	0	2.4	-1.8	-2.2	-11
CCC(CC)=NNC(=O)c1ccccc1OCc1ccc(F)cc1	-5.7	-2	-2	0	-6	-0.8	2.0	2.9	0
Cc1nn(C)cc1S(=O)(=O)Nc1ncccn1	-0.2	8	2	-1	8	1.2	2.6	-1.9	4
O=C1c2ccccc2-c2ccc(C(=O)N3CCOCC3)cc21	-0.1	-2	27	-8	3	0.3	-0.5	/	-3
CCSc1nnc(SCC(=O)NNC(=O)c2ccccc2F)s1	-1.6	-1	-3	1	4	-1.6	-0.8	-1.0	10
O=C1COc2ccc(S(=O)(=O)Nc3ccc(F)cc3)cc2N1	-2.2	1	-5	2	-6	-0.5	0.4	-0.3	11
CSC[C@H]1CN(c2ccccc2)C(=O)[C@@H]1CC(=O)Nc1ccccc1	-2.9	6	5	3	4	0.0	/	-0.8	-1
Cc1ccsc1/C=N/NC(=O)c1cc(-c2ccncc2)nc2ccccc12	-6.9	43*	-8	-4	0	-1.2	-0.7	/	4
O=C(NC1CC1)C1CCN(C2CCN(C(=O)/C=C/c3ccc(F)cc3)CC2)CC1	0.1	8	2	7	-9	0.4	-0.3	-2.4	-8
Cc1ccc(S(=O)(=O)c2cc(N3CCOCC3)nc(-c3ccccc3)n2)cc1	0.3	3	2	1	2	0.1	1.3	/	13
O=C(CCn1nnc(-c2cccs2)n1)N1CCc2ccccc2C1	-2.9	5	-10	-7	4	-0.5	-1.5	18	6
Cc1cn([C@H]2C[C@H](O)[C@@H](CNCc3ccc(N4CCN(C)CC4)cc3F)O2)c(=O)[nH]c1=O	-2.5	8	-7	3	2	0.2	/	-1.0	0
CCSc1nnc(-c2ccc(OC)cc2)o1	-0.8	-3	-2	0	1	-0.4	0.4	-1.3	-3
CC(Oc1ccc2c(c1)c1ccnc3c4ccccc4c(=O)n2c13)C(=O)NCCN1CCOCC1 (stereo not drawn)	-8.5	15	13	44*	7	2.0	2.6	1.1	-57
CCOC(=O)CSc1nc(N)c(C(=O)Nc2ccc(N(C)C)cc2)s1	-0.5	18	-6	1	-5	-0.6	0.7	1.0	0
COc1ccc(N(C(C)=O)S(=O)(=O)c2cccs2)cc1	0.9	7	13	-4	10	-0.2	0.5	-4.2	0
CCN(C(=O)C1CCCO1)c1ccccc1 (stereo not drawn)	1.2	-7	-1	0	5	0.0	1.3	0.1	-6
C=CCn1c(-c2ccccc2)cc(SC)c(C#N)c1=O	-1.8	3	-10	5	12	-1.2	-0.9	-0.2	8
Fc1ccc(CNCc2ccccc2Cl)cc1	-1.8	4	-5	1	-9	-0.6	-0.9	/	18
COC(=O)c1ccc(NC(=O)CO/N=C2\CCCc3nonc32)cc1	-3.6	5	-2	0	-2	-0.3	-1.5	-1.2	-5
Nn1c(Cc2ccccc2F)nnc1SCCOc1ccc(Cl)cc1	-1.2	5	-10	-1	6	-0.5	-1.7	/	-9
COc1ccc(Br)cc1CN1CCN(c2ncccn2)CC1	-2.9	-1	?	0	9	-4.0	1.1	0.3	-12
COc1ccc(CCN(C)C(=O)c2ccc(C)c(S(=O)(=O)N3CCCCC3)c2)cc1OC	-0.2	7	4	3	10	-0.6	0.7	0.4	1
CC(=O)Oc1cccc(C(=O)Nc2ccccc2NC(=O)c2cccc(OC(C)=O)c2)c1	-0.9	6	-19	1	6	1.0	2.3	-0.7	1
OCCN1CCN(CC(O)COc2ccc3c(c2)OCO3)CC1 (stereo not drawn)	-0.7	5	-10	4	-5	-0.3	-2.7	2.4	-1
CCOC(=O)C1CCC(=O)N1Cc1c[nH]c2ccccc12 (stereo not drawn)	-0.3	/	10	1	5	2.0	/	/	14

Compound profiles, from the list above:
Results for C=CCn1c(-c2ccccc2)cc(SC)c(C#N)c1=O : FadD28 binding: -1.8; GDH-TPI counter: 3; BoNT F protease: -10; FBA Mtb inh: 5; PrPC TRFRET: 12; BoNT-A LC inh2: -1.2; UGM FP inh: -0.9; Mtb BioA inh: -0.2; CCHFV vOTU inh: 8
Results for CCN(C(=O)C1CCCO1)c1ccccc1 (stereo not drawn) : FadD28 binding: 1.2; GDH-TPI counter: -7; BoNT F protease: -1; FBA Mtb inh: 0; PrPC TRFRET: 5; BoNT-A LC inh2: 0.0; UGM FP inh: 1.3; Mtb BioA inh: 0.1; CCHFV vOTU inh: -6

Carrying on.
SMILES	FadD28 binding	GDH-TPI counter	BoNT F protease	FBA Mtb inh	PrPC TRFRET	BoNT-A LC inh2	UGM FP inh	Mtb BioA inh	CCHFV vOTU inh
CN1CCNC(=O)C1CC(=O)N1CC=C(c2ccc(F)cc2)CC1 (stereo not drawn)	-0.6	9	-5	3	7	0.4	1.8	-0.1	-6
CCCCn1c(SCC(=O)c2ccc3c(c2)NC(=O)CO3)nc2cc(S(N)(=O)=O)ccc21	-11	11	-8	-2	8	0.2	0.2	/	9
Cc1nc(N2CCN(Cc3ccccc3)CC2)[nH]c(=O)c1C	-0.8	2	-4	-1	-1	-0.7	4.8	2.6	-5
COc1ccc(N=C2SC(C(N)=O)CC(=O)N2CCc2ccc(OC)c(OC)c2)cc1 (stereo not drawn)	-1.8	-3	-10	-1	4	0.2	0.7	3.9	-1
COc1cc([C@H]2OC[C@H]3[C@@H]2CO[C@@H]3c2ccc(O[C@H]3O[C@H](CO)[C@@H](O)[C@H](O)[C@H]3O)c(OC)c2)ccc1O[C@@H]1O[C@H](CO)[C@@H](O)[C@H](O)[C@H]1O	0.3	9	-4	6	-6	0.7	-0.6	-0.8	-7
COc1ccc(S(=O)(=O)c2c(N)n(Cc3ccco3)c3nc4ccccc4nc23)cc1	-0.5	15	-14	51*	3	2.7	0.0	-5.3	-85
CC(C)Oc1cccc(C(=O)NC2=NCCS2)c1	-4.9	-9	-5	-1	5	-0.6	-2.1	-0.2	-3
COc1ccc(-c2[nH]ncc2CN(C)C(C)c2cccs2)c(F)c1 (stereo not drawn)	-3.1	11	-1	-1	0	-0.2	-0.8	2.1	-3
Nc1nc(-c2ccc(C(=O)O)cc2)cs1	-4.4	-4	12	8	0	2.0	0.6	/	-8
COc1cc(/C=C/C(=O)OCC(=O)Nc2cc(C)on2)ccc1OCC#N	-0.5	17	/	1	1	/	/	-1.4	4
COc1cccc(OC)c1C(=O)N1CC(C)OC(C)C1 (stereo not drawn)	-3.1	4	1	-1	5	0.7	1.1	1.3	-7
CCOc1ccc(N(CC(=O)NCCc2ccccc2)C(=O)CCC(=O)Nc2nccs2)cc1	-1.5	6	2	2	-2	1.1	-0.6	-0.9	12

Quoted at random: 5 entries already listed
SMILES	FadD28 binding	GDH-TPI counter	BoNT F protease	FBA Mtb inh	PrPC TRFRET	BoNT-A LC inh2	UGM FP inh	Mtb BioA inh	CCHFV vOTU inh
COc1ccc(N=C2SC(C(N)=O)CC(=O)N2CCc2ccc(OC)c(OC)c2)cc1 (stereo not drawn)	-1.8	-3	-10	-1	4	0.2	0.7	3.9	-1
CCOc1ccc(N(CC(=O)NCCc2ccccc2)C(=O)CCC(=O)Nc2nccs2)cc1	-1.5	6	2	2	-2	1.1	-0.6	-0.9	12
COc1cc(/C=C/C(=O)OCC(=O)Nc2cc(C)on2)ccc1OCC#N	-0.5	17	/	1	1	/	/	-1.4	4
CCCCn1c(SCC(=O)c2ccc3c(c2)NC(=O)CO3)nc2cc(S(N)(=O)=O)ccc21	-11	11	-8	-2	8	0.2	0.2	/	9
Cc1nc(N2CCN(Cc3ccccc3)CC2)[nH]c(=O)c1C	-0.8	2	-4	-1	-1	-0.7	4.8	2.6	-5

The listing continues.
SMILES	FadD28 binding	GDH-TPI counter	BoNT F protease	FBA Mtb inh	PrPC TRFRET	BoNT-A LC inh2	UGM FP inh	Mtb BioA inh	CCHFV vOTU inh
COc1ccc(-c2cnnc(N/N=C/c3ccc(O)c(O)c3)n2)cc1	0.1	16	-22	0	-21	-3.1	-0.9	/	6
COCCNC(=S)N(C)[C@H]1C[C@H]2c3cc(-c4ccccc4)ccc3CCN2C(=O)[C@H]1[C@H](C)O	0.0	-8	-1	2	6	-0.1	/	/	-7
Cc1cc([N+](=O)[O-])nn1CCC(=O)Nc1nccs1	0.0	4	-1	3	-1	-0.7	0.1	/	4
CN(C)C1CN(Cc2cn(Cc3ccccc3)nn2)S(=O)(=O)C1 (stereo not drawn)	/	/	-2	/	-6	-0.5	/	/	3
CCC(=O)Nc1cc(OC)cc(OC)c1	0.7	1	-13	1	-1	-1.9	-0.5	-1.7	6
CCOC(=O)c1ccc(S(=O)(=O)N2CCN(CC(O)COc3cccc(C(C)=O)c3)CC2)cc1 (stereo not drawn)	/	4	4	1	2	0.7	1.8	-1.5	-5
Cc1cc(C)nc(SCC(=O)c2ccc(O)c(O)c2)n1	0.3	7	-4	5	1	0.1	1.5	-0.5	4
CCc1cccc(NS(=O)(=O)c2c(C)nc3sc(CC)nn3c2=O)c1	-3.7	8	-7	-1	1	0.8	-2.5	1.1	-7
COC(=O)c1cn(-c2ccccc2)c(C)c1C(=O)OC	-4.0	0	-5	2	7	-0.2	0.2	-1.2	7
O=C(O)CCCn1cc(NC(=O)COc2ccccc2[N+](=O)[O-])cn1	-3.4	-4	-8	0	-5	-0.7	1.5	/	5
C[C@H](CO)N1C[C@H](C)[C@@H](CN(C)S(=O)(=O)c2cn(C)cn2)Oc2c(NS(=O)(=O)c3cccs3)cccc2C1=O	-1.8	4	0	5	1	0.2	/	-0.6	7
